S100A4 inh HTS – inhibitors of human S100A4 binding to myosin IIA peptide; S100A4/TAMRA-MyoIIA peptide fluorescence polarization; inhibition, % at 10.7 µM; 360,000 tested, 0.14% active;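 active = mean inhibition of at least 70% across replicates, with every replicate also reaching that level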
Target sequence (P26447 whole entry, looked up): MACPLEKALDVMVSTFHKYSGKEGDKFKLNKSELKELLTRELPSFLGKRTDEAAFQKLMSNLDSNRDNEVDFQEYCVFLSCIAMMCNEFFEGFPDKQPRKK
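System – human S100A4 monomer protein, biochemical binding assay · Buffer or medium – Calcium-containing HEPES buffer, pH 7.2 · Timing – 5 min between mix addition and reading · Also added – TAMRA-labelled myosin IIA heavy-chain peptide probe, 5 nM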
PGC1a acetyl inh – lowers PGC1a acetylation signal in U2OS cells; AlphaScreen anti-acetyl-lysine; with virally co-expressed GCN5 acetyltransferase; inhibition, % at 15.6 µM; 350,000 tested, 0.17% active; AID 651687;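 active = every replicate shows inhibition of at least 40%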;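 note: 0% = neutral control wells and 100% = positive control wells; some results beyond the cut were filed as inactive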
ERAP1 HTS inh – blocks human ERAP1 aminopeptidase activity; Q9NZ08; recombinant ERAP1, Leu-AMC fluorescence, 60 min; inhibition, % at 10.7 µM; 340,000 tested, 0.15% active; AID 652197;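 active = mean replicate inhibition of at least 30%, or all replicates individually reaching that 30% level; inactive = mean below 30% and not every replicate reaching it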;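 note: 0% = neutral control wells and 100% = L-leucinethiol positive control wells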
Target sequence (Q9NZ08 whole entry, looked up): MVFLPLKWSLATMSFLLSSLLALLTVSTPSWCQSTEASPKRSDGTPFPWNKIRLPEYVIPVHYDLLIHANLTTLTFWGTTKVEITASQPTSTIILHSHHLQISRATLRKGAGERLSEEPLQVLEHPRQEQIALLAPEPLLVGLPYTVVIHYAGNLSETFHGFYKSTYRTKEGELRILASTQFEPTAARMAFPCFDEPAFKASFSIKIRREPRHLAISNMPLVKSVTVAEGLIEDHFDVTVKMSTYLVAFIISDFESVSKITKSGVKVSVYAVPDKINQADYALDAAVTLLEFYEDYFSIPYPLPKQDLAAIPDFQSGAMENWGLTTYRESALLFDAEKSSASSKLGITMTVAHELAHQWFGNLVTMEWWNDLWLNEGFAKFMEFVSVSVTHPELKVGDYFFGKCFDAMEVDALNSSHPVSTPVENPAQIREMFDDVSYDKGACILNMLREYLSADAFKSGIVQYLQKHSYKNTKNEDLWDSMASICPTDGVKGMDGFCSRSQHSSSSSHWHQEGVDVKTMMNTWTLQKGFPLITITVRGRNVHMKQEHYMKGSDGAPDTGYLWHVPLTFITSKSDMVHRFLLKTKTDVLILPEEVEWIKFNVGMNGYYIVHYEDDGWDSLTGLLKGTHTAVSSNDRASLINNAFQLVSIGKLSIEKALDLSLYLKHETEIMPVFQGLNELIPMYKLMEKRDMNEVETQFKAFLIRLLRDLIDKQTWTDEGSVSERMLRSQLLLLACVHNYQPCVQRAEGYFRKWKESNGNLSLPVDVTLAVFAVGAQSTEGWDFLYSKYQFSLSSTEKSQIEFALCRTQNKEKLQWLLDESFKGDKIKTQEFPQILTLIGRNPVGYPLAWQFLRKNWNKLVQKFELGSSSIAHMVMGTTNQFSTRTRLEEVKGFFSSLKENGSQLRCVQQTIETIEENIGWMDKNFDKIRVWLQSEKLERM
PglD inh – PglD (C. jejuni) enzyme inhibition. AID 602405. inhibition, % at 12.5 µM. 360,000 tested, 0.098% active. purified PglD enzyme, DTNB colorimetric CoA detection; in the data active = inhibition above about 16%, passing the limit was not always enough; note: strong numbers were not always called active
PAX8 inh HTS – inhibitors of PAX8 transcriptional activity in RMG-I cells; RMG-I TPO-luciferase reporter, SteadyGlo, 24 h; 360,000 tested, 1.2% active; inhibition, % at 12.6 µM;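 active = mean replicate inhibition at least 60% with every replicate also reaching 60%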;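 note: luciferase light reporting Pax8 driven TPO promoter activity; plate controls were median of neutral control wells for no effect and mitoxantrone controls for full effect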
LGR2 inh – blocks bursicon-induced cAMP signaling via Drosophila LGR2 | HEK293 LGR2, CRE-luciferase, bursicon-stimulated, 4 h | inhibition, % at 9.99 µM | 380,000 tested, 0.35% active;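 active = drop in luminescence signal, shown as inhibition above about 50% in the replicate tests, limit read from the data, passing the limit was not always enough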;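 note: agonist challenge used bursicon conditioned medium at about half maximal strength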
EWS-Fli inh – blocks EWS/Fli oncoprotein-driven transcription | inhibition, % at 12.6 µM | A673 NR0B1-luciferase reporter, viability-normalised | 350,000 tested, 0.67% active | AID 651661;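 active = mean inhibition of at least 50% after viability correction, with every replicate also passing that limit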;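 note: firefly luciferase signal divided by Alamar Blue viability fluorescence both relative to DMSO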
FN deposition inh – fibronectin deposition inhibition; inhibition, % at 12.6 µM; 350,000 tested, 0.086% active; AH1F fibroblasts, Alexa488-fibronectin deposition fluorescence, overnight; AID 743247;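 active = mean inhibition across replicates of 30% or more, regardless of how many single replicates reach that level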;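 note: positive control wells lacked labelled fibronectin entirely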
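Material: AH1F fibroblasts assembling fluorescent fibronectin matrix; amount: 10000 AH1F cells/well; medium: DMEM, 2% serum; reagent: Alexa488-fibronectin, 24 nM final in well; dosing: single compound dose, delivered by pin transfer; incubation: 1 h adhesion, overnight exposure; detection: fluorescence after three HBSS washes, excitation 485 nm, emission 525 nm; measure: fibronectin deposition inhibition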
An asterisk follows results filed as active; nt = no result given.

SMILES	S100A4 inh HTS	PGC1a acetyl inh	ERAP1 HTS inh	PglD inh	PAX8 inh HTS	LGR2 inh	EWS-Fli inh	FN deposition inh
CC12CN3CC(C)(CN(C1)C3c1ccc3c(c1)OCO3)C2O (stereo unspecified)	2	-2	4	-5	1	8	4	-19
O=C(NCc1cccs1)c1ccc(CS(=O)Cc2cccc(Cl)c2)o1 (stereo unspecified)	-6	-17	0	3	-13	-20	-3	3
Cc1ccc(C(=O)OCC(=O)N2CCc3ccccc32)cc1	nt	2	nt	0	-74	nt	nt	3
CCCCOc1cccc(C(=O)Nc2ccc(NC(=O)c3ccco3)cc2)c1	16	-25	1	-2	-18	15	nt	-1
N#Cc1cccc(CN2CCC(=O)N(CCO)CC2)c1	-4	0	nt	6	-8	1	-4	5
C[C@H]1CN([C@@H](C)CO)C(=O)Cc2cc(NC(=O)Nc3ccc(C(F)(F)F)cc3)ccc2O[C@H]1CN(C)Cc1ccc(Oc2ccccc2)cc1	nt	-2	nt	-2	-4	-18	-2	nt
COc1cc(CN2CCCC(N3CCN(c4ccc(F)cc4)CC3)C2)ccc1F (stereo unspecified)	3	nt	-3	-4	15	20	6	-1
CC(C)[C@@H](NC(=O)OC(C)(C)C)c1cc(C(=O)c2c(-c3ccccc3)[nH]c3ccccc23)c(N)s1	-8	nt	nt	nt	40	4	16	nt
O=C(NCC1CCCO1)C(c1cccs1)N(Cc1cccs1)C(=O)c1ccc(-c2ccccc2)[nH]1 (stereo unspecified)	-1	nt	-2	nt	17	19	11	-3
O=C(NCCc1nnc2ccc(SCC(=O)N3CCCC3)nn12)c1ccccc1	1	nt	1	4	9	-5	2	nt
Cc1ccc(S(=O)(=O)Nc2ccncc2)c(C)c1N(C)S(=O)(=O)c1ccc(Cl)cc1	2	6	8	1	15	-9	1	-6
COc1ccc(S(=O)(=O)N2CCCC(C(=O)NCc3cccnc3)C2)cc1C (stereo unspecified)	-2	8	1	2	17	0	16	-2
COc1cccc(-c2coc3c(C)c4oc(=O)c(CC(=O)O)c(C)c4cc23)c1	-2	-1	2	7	8	2	16	3
COc1ccc(CCN(C)Cc2c(O)ccc3cc(Br)ccc23)cc1OC	-2	10	-3	-7	-7	-17	-33	6
COC(=O)c1ccc(COC(=O)CCC(=O)c2cccs2)cc1	30	nt	-2	nt	-170	-35	-6	0
CNC(=O)C[C@@H]1CC[C@H]2[C@H](COc3ccc(NC(=O)NC(C)C)cc3C(=O)N2C)O1	nt	4	nt	0	-29	4	-5	-27
CC1CC(C)(C)NC(=S)N1CC(=O)NCc1ccc(F)cc1 (stereo unspecified)	-3	1	-3	nt	18	1	0	0
C[C@H]1CN([C@@H](C)CO)S(=O)(=O)c2ccc(/C=C/c3ccccc3)cc2O[C@H]1CN(C)Cc1cccnc1	-76	-15	-9	nt	7	14	23	nt
O=C1CC(c2ccsc2)Sc2ccccc2N1 (stereo unspecified)	-2	0	-6	9	0	9	-2	10
CN1C(=O)c2cc(NC(=O)c3cccc(F)c3)ccc2OC[C@H]2O[C@H](CC(=O)NCc3ccccc3Cl)CC[C@H]21	3	-4	0	1	14	-7	11	3
CCC1CCCCN1C(=O)CSc1nc2c(c(=O)n1C)SC(C)C2 (stereo unspecified)	0	2	-2	0	2	-7	4	nt
COc1ccccc1C1(CC(=O)N2CCOCC2)CCOC(C(C)C)C1 (stereo unspecified)	nt	-7	nt	-4	12	nt	nt	-5
COc1ccc(/C=C(/C#N)C(=O)Nc2cccc([N+](=O)[O-])c2)cc1C(=O)O	2	nt	-4	6	5	-11	-7	1
COc1cc2cnc(-c3ccccc3)c(-c3ccc([N+](=O)[O-])cc3)c2cc1OC	-4	-14	2	-3	23	-31	0	-3
O=C(O)C1=C(OCc2ccc(F)c(F)c2)C(=O)NCC1	-4	-3	-3	nt	1	23	-7	10
O=[N+]([O-])c1cccc(S(=O)(=O)Nc2ccccn2)c1	-7	-9	-1	0	9	12	-11	nt
O=C(c1ccc(Cl)cc1)N1CCN(c2ccnc3cc(Cl)ccc23)CC1	0	-9	-3	nt	32	20	10	nt
COc1ccc(C(=O)C2CCCN(Cc3cnc(N4CCCC4)s3)C2)cc1OC (stereo unspecified)	10	nt	0	nt	-7	5	1	4
CN(C)S(=O)(=O)c1cccc(NC(=O)CSc2nc3ccccc3[nH]2)c1	0	11	-9	nt	39	-10	7	1
CSc1nnc(-c2ccc(C(F)(F)F)cn2)o1	6	9	nt	0	9	-11	-15	-4
CN(C)c1ccc(C(C[N+](=O)[O-])c2c(N)n(C)c(=O)n(C)c2=O)c(F)c1C#N (stereo unspecified)	-3	-25	-4	-1	19	7	21	3
O=C(CCNC(=O)c1ccccc1Cl)Nc1nnc(C2CC2)s1	20	3	1	nt	3	3	9	1
Cn1c(=O)cc(OCC(=O)NCCC2=CCCCC2)c2ccccc21	-9	nt	-1	nt	10	-9	-3	0
CO[C@@H]1CN(C)C(=O)c2ccc(NC(=O)C3CCC3)cc2OC[C@@H](C)N(S(=O)(=O)c2ccc(Cl)cc2)C[C@H]1C	-11	nt	-5	4	-5	-5	-2	0
CC(C)NC(=O)N1[C@H](C(=O)N2CCc3ccccc3C2)[C@@H](CO)[C@@H]2Cn3c(cccc3=O)[C@@H]21	-13	nt	1	1	0	-6	-1	nt
Cc1ccc(S(=O)(=O)N2C[C@@H]3O[C@H](CNS(=O)(=O)c4ccccc4C)CC[C@@H]32)cc1	-7	12	1	nt	-6	nt	-3	nt
CC(=O)Nc1ccc(Oc2ccccc2)cc1	-5	-5	0	-2	-28	4	-10	-7
Cc1ccc(S(=O)(=O)N(C)C)cc1NC(=O)CCc1c[nH]c2ccccc12	0	-23	-1	nt	22	8	21	8
C[C@H](CO)N1C[C@H](C)[C@@H](CN(C)Cc2ccc3c(c2)OCO3)Oc2ncc(C#CCN(C)C)cc2C1=O	5	9	-3	-1	nt	5	-10	-5
COc1cc(NC(=O)c2c(OC)cccc2OC)ccc1NC(=O)c1cc2ccccc2o1	-21	-10	0	-5	-87	-12	-123	13
CCOC(=O)c1c(S(=O)(=O)N(C)Cc2ccccc2)c(C)n(C)c1C	1	8	-1	2	-17	-4	-6	-2
O=C(NCCc1ccccc1)[C@@H]1[C@@H](CO)[C@@H]2Cn3c(cccc3=O)[C@H]1N2C(=O)C1CCCC1	-5	nt	4	1	nt	11	2	nt
Cc1ccc(S(=O)(=O)Nc2ccc3c(c2)CC(=O)N([C@H](C)CO)C[C@@H](C)[C@@H](CN(C)S(=O)(=O)c2cn(C)cn2)O3)cc1	5	2	-5	-2	-18	-20	-3	nt
COC(=O)c1cc(OC)c(OC)cc1NC(=S)Nc1cccc(C(C)=O)c1	nt	nt	nt	-4	-3	-8	nt	1
CCN(CC)CCn1c(=S)[nH]c2cc(C(=O)N3CC=C(c4ccccc4)CC3)ccc2c1=O	6	nt	-4	nt	3	-14	6	6

Rewritten comma-delimited: part of the list above.
smiles,S100A4 inh HTS,PGC1a acetyl inh,ERAP1 HTS inh,PglD inh,PAX8 inh HTS,LGR2 inh,EWS-Fli inh,FN deposition inh
Cc1ccc(S(=O)(=O)N2C[C@@H]3O[C@H](CNS(=O)(=O)c4ccccc4C)CC[C@@H]32)cc1,-7,12,1,nt,-6,nt,-3,nt
CC(=O)Nc1ccc(Oc2ccccc2)cc1,-5,-5,0,-2,-28,4,-10,-7
Cc1ccc(S(=O)(=O)N(C)C)cc1NC(=O)CCc1c[nH]c2ccccc12,0,-23,-1,nt,22,8,21,8
C[C@H](CO)N1C[C@H](C)[C@@H](CN(C)Cc2ccc3c(c2)OCO3)Oc2ncc(C#CCN(C)C)cc2C1=O,5,9,-3,-1,nt,5,-10,-5
COc1cc(NC(=O)c2c(OC)cccc2OC)ccc1NC(=O)c1cc2ccccc2o1,-21,-10,0,-5,-87,-12,-123,13
CCOC(=O)c1c(S(=O)(=O)N(C)Cc2ccccc2)c(C)n(C)c1C,1,8,-1,2,-17,-4,-6,-2
O=C(NCCc1ccccc1)[C@@H]1[C@@H](CO)[C@@H]2Cn3c(cccc3=O)[C@H]1N2C(=O)C1CCCC1,-5,nt,4,1,nt,11,2,nt
Cc1ccc(S(=O)(=O)Nc2ccc3c(c2)CC(=O)N([C@H](C)CO)C[C@@H](C)[C@@H](CN(C)S(=O)(=O)c2cn(C)cn2)O3)cc1,5,2,-5,-2,-18,-20,-3,nt
COC(=O)c1cc(OC)c(OC)cc1NC(=S)Nc1cccc(C(C)=O)c1,nt,nt,nt,-4,-3,-8,nt,1
CCN(CC)CCn1c(=S)[nH]c2cc(C(=O)N3CC=C(c4ccccc4)CC3)ccc2c1=O,6,nt,-4,nt,3,-14,6,6

Next compounds.
SMILES	S100A4 inh HTS	PGC1a acetyl inh	ERAP1 HTS inh	PglD inh	PAX8 inh HTS	LGR2 inh	EWS-Fli inh	FN deposition inh
CCCc1cn(CC[C@@H]2CC[C@@H](NC(=O)C3CCCC3)[C@@H](CO)O2)nn1	6	10	1	-3	2	1	7	-4
CCC(=O)Nc1nnc(/C=C/c2ccc(OC)cc2)s1	17	5	nt	nt	-65	-34	-34	-5
CCN(C(=O)COC(=O)CSc1ccc(C(N)=O)cc1[N+](=O)[O-])C1CCCCC1	3	-3	-1	1	8	3	-5	nt
Cc1ccc(SCc2cc(=O)[nH]c(/N=C(\N)Nc3cccc4ccccc34)n2)cc1	-1	nt	-1	nt	-5	6	10	nt
Cn1c(NCCCN2CCOCC2)nc2c1c(=O)n(Cc1ccc(Cl)c(Cl)c1)c(=O)n2C	nt	-10	nt	0	14	nt	nt	8
O=C(NCC(=O)N1CCCC1)NN=Cc1ccccc1O	-4	nt	-1	nt	-8	-88	-47	4
CC1(C)OC(=O)N(c2ccccc2)C12C=Cc1c(ccc3ccccc13)O2 (stereo unspecified)	nt	10	nt	-2	8	nt	nt	-3
Cc1noc(C)c1NC(=O)N(C)C[C@@H]1Oc2ccc(NS(=O)(=O)c3cn(C)cn3)cc2C(=O)N([C@H](C)CO)C[C@@H]1C	-23	4	-4	1	nt	20	-8	nt
CC(=O)Nc1ccc(S(=O)(=O)NCC(=O)OCC(=O)NC23CC4CC(CC(C4)C2)C3)cc1	nt	5	nt	4	-20	-10	nt	2
O=C(O)c1ccc(Oc2ccc([N+](=O)[O-])cc2)c([N+](=O)[O-])c1	-5	14	0	-9	-25	17	9	4
COc1ccc(S(=O)(=O)Nc2cccc3c2O[C@@H](CN(C)S(=O)(=O)c2ccccc2)[C@H](C)CN([C@H](C)CO)C3=O)cc1	nt	1	nt	-4	-14	7	5	nt
Cc1nc2nc(-c3ccccc3)[nH]n2c(=O)c1C	4	16	-4	-5	nt	-8	-40	nt
CCOC(=O)C1CSCCS(=O)(=O)N1Cc1cc(F)ccc1Br (stereo unspecified)	4	nt	-3	nt	6	-4	-1	-18
O=C(Nc1nnc(-c2ccncc2)o1)c1ccc(Br)s1	1	-6	-2	nt	-2	-13	10	-4
C[C@@H]1CCCCO[C@@H](CN(C)S(=O)(=O)c2ccc(Cl)cc2)[C@H](C)CN([C@@H](C)CO)C(=O)c2cc(NS(=O)(=O)c3ccc(Cl)cc3)ccc2O1	nt	-11	nt	-1	78*	6	2	2

Source: PubChem
